Compound activity deposited in PubChem BioAssay by National Center for Advancing Translational Sciences (NCATS).
D2 antagonist: HTS Assay for Allosteric Antagonists of the Human D2 Dopamine Receptor: Primary Screen for Antagonists. hit rate 2% among 340,000. inhibition, % at 10 µM. D(2) dopamine receptor (Homo sapiens), P14416. AID 485344, 2010. HEK293 TREx D2 cells, calcium flux, dopamine EC80; in the data active = inhibition above about 30%; note: 0% is about no effect
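Inhibition of EC80 dopamine-driven calcium flux, recorded kinetically, defines activity here; cells are a tetracycline-induced HEK293 T-REx line expressing force-coupled D2.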
D2 agonist: HTS Assay for Allosteric Agonists of the Human D2 Dopamine Receptor: Primary Screen for Agonists. D(2) dopamine receptor (Homo sapiens), P14416. HEK293 T-REx D2 cells, calcium flux agonist mode. activation, % at 2 µM. hit rate 0.53% among 340,000. AID 485358, 2010;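 active = activation over 3 SD above normal in the single-dose calcium agonist read, cut at about 30% in these data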; note: 0% is about no effect
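HEK293 Trex D2 cells, tetracycline-induced, o/n 30 C 5% CO2; no-wash Ca dye, RT 30–90 min; 10-cycle baseline, 23 nl cpd added, kinetic Ca read 180 s; agonist hits = positive Ca response.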
LDHA inh: qHTS assay for inhibitors of human lactate dehydrogenase. L-lactate dehydrogenase A chain (Homo sapiens), P00338. purified LDHA, NADH/diaphorase-resazurin fluorescence; active compounds read low. activity change, % (values are at about 110 or 230 µM). hit rate 0.15% among 480,000. AID 1347041, 2019; in the data active = activity change below about -30%; inconclusive = mostly about -25% to -30%;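 note: plate controls were DMSO wells for no effect and wells without enzyme for full effect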
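Resorufin fluorescence (ex540/em590), read at 0 and 20 min after diaphorase/resazurin addition, reports the NADH left after a 5 min room-temperature reaction of 2 nM human LDH5 with 0.06 mM NADH and 0.2 mM pyruvate.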
Vif-A3F inh: qHTS for Inhibitors of Vif-A3F Interactions: qHTS; HeLa A3F-eYFP + Vif (tagged APOBEC3F with the HIV-1 protein that degrades it), YFP fluorescence increase; Potency, µM (highest dose often 46.1 µM), without a hit: at the top dose activity, negative = active; hit rate 0.2% among 390,000; note: potency is the fitted concentration of half-maximal effect; % of control where 0% means no effect; nearly all actives have a fitted effect of over 65% in size
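HeLa cells stably expressing Vif plus C-terminally eYFP-tagged A3F were seeded, incubated overnight at 37 deg C, dosed with compound, incubated overnight again at 37 deg C. Yellow fluorescence (Ex 488/Em 500-530) reported blocked Vif-mediated A3F-eYFP degradation.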
ERG-DNA inh: qHTS for Small Molecule Inhibitors of the ERG Ets/DNA interaction | Transcriptional regulator ERG (Homo sapiens), P11308 | fluorescence polarization, His-ERG Ets domain / labelled DNA | Potency, µM (highest dose often 76.9 µM), for inactives: at the highest dose FP activity, negative = inhibition, actives largely listed as inhibitors | hit rate 0.028% among 370,000; active = well fitted inhibition curve with a large enough effect in the polarisation, with a control signal flat; inconclusive = small, poorly fitted or top-dose-only effect, or effect the other way, or a change in a side signal; inactive = no such curve, though single readings can be large or run the other way; the % refers to the polarisation;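 note: polarization taken with two DNA probes labelled with fluorescein and Texas red; potency is the fitted concentration of half-maximal effect; % of control where 0% means no effect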
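His-tagged ERG Ets domain (1 uM in the protein solution; 300mM KCl, 50mM Tris-HCl, 1mM EDTA, 1mM DTT, pH 7.5) received compound, then a probe mix of 5 nM fluorescein-DNA and 100nM Texas-615-DNA. Fluorescence polarization was read for both dyes.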
RGS4 inhibitor: Inhibitors of Regulator of G Protein Signaling (RGS) 4: qHTS; Regulator of G-protein signaling 4 (Homo sapiens), P49798; Transcreener GDP fluorescence polarization, RGS4-accelerated GTP hydrolysis; Potency, µM (highest dose often 114 µM), without a hit: top-dose activity change, negative = inhibition, usual class: inhibitors; hit rate 0.039% among 390,000; AID 504845, 2011; note: potency is the fitted concentration of half-maximal effect; % is set by controls: 0 for no effect and ±100 for the full control effect; nearly all actives have a fitted effect of over 75% in size; some results filed as inactive show a strong effect at the top dose
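MLSMR compounds (23 nl, pin-transferred) preincubated 10 min at room temperature with a 500nM (2x) first reagent, then RGS4 at 900nM (2x) plus Transcreener GDP mix added; fluorescence polarization (620/688 nm) read before and after 90 min at 30 °C.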
Vif-APOBEC3G blk: qHTS for Inhibitors of Vif-A3G Interactions: qHTS. Potency, µM (titrated, usually from 46.1 µM), for the others: at the highest dose activity, negative = active, usual class: inhibitors. hit rate 0.076% among 410,000. HeLa A3G-eYFP + Vif (tagged APOBEC3G with the HIV-1 protein that degrades it), YFP fluorescence, overnight. DNA dC->dU-editing enzyme APOBEC-3G (Homo sapiens), Q9HC16;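 note: potency is the fitted concentration of half-maximal effect; % is set by controls: 0 for no effect and ±100 for the full control effect; nearly all actives have a fitted effect of over 60% in size; hits raise eYFP signal because A3G escapes Vif-driven loss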
Target sequence (Q9HC16 whole entry, looked up): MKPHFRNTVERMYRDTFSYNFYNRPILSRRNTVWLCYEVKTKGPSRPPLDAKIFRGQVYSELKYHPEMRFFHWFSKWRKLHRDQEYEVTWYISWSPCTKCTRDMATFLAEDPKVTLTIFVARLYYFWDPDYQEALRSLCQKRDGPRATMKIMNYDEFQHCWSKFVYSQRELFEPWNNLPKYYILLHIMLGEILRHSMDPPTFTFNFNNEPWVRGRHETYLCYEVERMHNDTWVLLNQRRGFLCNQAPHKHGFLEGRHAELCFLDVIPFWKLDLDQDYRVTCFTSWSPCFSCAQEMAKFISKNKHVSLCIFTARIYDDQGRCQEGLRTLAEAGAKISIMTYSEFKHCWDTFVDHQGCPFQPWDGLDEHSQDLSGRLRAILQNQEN
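HeLa cells stably expressing Vif and C-terminally eYFP-tagged A3G, seeded overnight at 37 deg C, then exposed to compound by pintool overnight at 37 deg C. Rise in yellow fluorescence (Ex 488/Em 500-530, Acumen) marks blocked Vif-driven A3G degradation.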
GRP78 ERSR act: qHTS for Inducers of the Endoplasmic Reticulum Stress Response (ERSR) in Human Glioma: qHTS; U87-MG GRP78 promoter luciferase reporter, 16 h; Potency, µM, for the others: top-dose activation, hits mostly activators; hit rate 0.02% among 420,000; AID 602332, 2012; note: potency is the fitted concentration of half-maximal effect; series mostly up to about 76 µM; % of control where 0% means no effect; nearly all actives have a fitted effect of over 35% in size
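ERSR induction read as luciferase luminescence (Bright-Glo, 10 min at room temperature) in stably transfected human U87-MG glioma cells exposed to compounds for 16 h, using GRP78 as sensor.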
ALOX12 inh: Primary qHTS assay for inhibitors of human arachidonate 12S-lipoxygenase (ALOX12): Round 2; Polyunsaturated fatty acid lipoxygenase ALOX12 (Homo sapiens), P18054; purified 12hLO, xylenol orange hydroperoxide absorbance; Potency, µM (top dose mostly 108 µM), without a hit: top-dose activity change, negative = inhibition, usual class: inhibitors; hit rate 1.1% among 580,000; AID 1671190, 2021; note: potency is the fitted concentration of half-maximal effect; % is set by controls: 0 for no effect and ±100 for the full control effect
Target sequence (P18054 whole entry, looked up): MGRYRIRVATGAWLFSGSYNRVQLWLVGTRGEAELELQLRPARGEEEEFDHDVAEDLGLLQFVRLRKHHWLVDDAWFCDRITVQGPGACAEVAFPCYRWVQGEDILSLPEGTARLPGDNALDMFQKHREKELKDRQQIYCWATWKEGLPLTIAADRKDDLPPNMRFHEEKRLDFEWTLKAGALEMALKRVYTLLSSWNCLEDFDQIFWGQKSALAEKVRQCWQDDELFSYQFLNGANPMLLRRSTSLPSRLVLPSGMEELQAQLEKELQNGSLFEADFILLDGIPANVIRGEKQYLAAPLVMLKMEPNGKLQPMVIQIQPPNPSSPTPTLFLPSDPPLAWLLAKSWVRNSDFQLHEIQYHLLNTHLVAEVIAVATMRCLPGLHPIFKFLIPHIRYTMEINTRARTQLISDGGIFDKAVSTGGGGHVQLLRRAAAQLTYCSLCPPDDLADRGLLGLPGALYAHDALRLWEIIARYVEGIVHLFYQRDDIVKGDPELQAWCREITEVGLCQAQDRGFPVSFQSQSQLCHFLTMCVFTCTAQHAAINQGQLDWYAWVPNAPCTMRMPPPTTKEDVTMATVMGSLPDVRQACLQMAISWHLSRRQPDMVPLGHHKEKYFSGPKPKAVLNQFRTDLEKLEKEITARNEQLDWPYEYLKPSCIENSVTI
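Purified human 12hLO (150 nM final) in 25 mM Hepes, 0.01% Triton X-100, pH 7.0 was preincubated 15 min at room temperature with compound. Then 40 uM arachidonic acid was added, 30 min. Hydroperoxide was read by Fe-XO absorbance ratio 573/405 nm.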
Numbers without * were called inactive; ? = inconclusive; nt = no result given; & = joins results of further samples; [ ] = dose if it differs, or a comment. Unless noted, calls come from the whole dose curve; as a rule, active = well fitted curve in the direction sought with a large enough effect; inconclusive = small, poorly fitted or top-dose-only effect, or another doubt; inactive = no such curve, though single readings can be large; an effect the other way counts as inactive or inconclusive. A portion of the library; the hit share may differ from the screen's.

Under each structure – D2 antagonist	D2 agonist	LDHA inh	Vif-A3F inh	ERG-DNA inh	RGS4 inhibitor	Vif-APOBEC3G blk	GRP78 ERSR act	ALOX12 inh
Cc1ccc(-c2nnc(Nc3ccc4c(c3)OCO4)c3ccccc23)cc1S(=O)(=O)NCCO
  -2.1	0.7	0.5	-1.1%	-7.4%	-29.7%	?	8.3%	8.3%
O=c1[nH]c(CSc2nnc(-c3ccncc3)n2Cc2ccco2)nc2ccccc12
  -10.7	0.1	-3.3	4.2%	-10.7%	-17.6%	2.4%	-1.8%	0.0%
Cc1ccc(C(=O)C2(C)C3c4cc(Br)ccc4OC(=O)C32C(=O)c2ccco2)cc1 (configuration not stated)
  9.2	0.0	-3.4	-2.0%	2.6%	22.2%	1.4%	0.0%	142.4%[activator]
Cc1ccc(C)c(N2CC(C(=O)Nc3nccs3)CC2=O)c1 (configuration not stated)
  -22.9	0.1	-17.5	-0.8%	-12.3%	14.3%	2.5%	-2.7%	-2.2%
O=S(=O)(NCC(c1cccs1)N1CCc2ccccc2C1)c1ccccc1 (configuration not stated)
  8.3	0.4	-4.3	-9.2%	-17.8%	2.1%	-3.2%	-0.6%	?
Cn1c(SCc2cccc(F)c2)nnc1-c1ccccn1
  5.0	-0.3	-4.1	-5.5%	-18.0%	18.3%	-0.6%	6.9%	-8.9%
C[C@H]1CN([C@@H](C)CO)C(=O)CCCn2cc(nn2)CO[C@@H]1CN(C)C(=O)CCC(F)(F)F
  nt	nt	1.4	-11.6%	nt	nt	3.7%	-4.1%	3.0%
Cc1ccc(-c2cn3c(=O)cc(C)[nH]c3n2)cc1
  -23.7	-0.1	-15.1	-10.2%	-7.7%	19.1%	-2.7%	1.6%	0.0%
Cc1ccc(CNC(=O)C(=O)Nc2c3c(nn2-c2ccccc2)CSC3)cc1
  nt	0.6	-9.5	-32.0%	-3.6%	-0.6%	0.1%	-6.0%	-45.3%
CCN(CC)CCOC(=O)c1ccc(NC(=O)CSc2cc(=O)n(CC)c3ccccc23)cc1
  nt	-2.4	1.5	?	2.2%	-18.7%	5.5%	-4.8%	-29.8%
COc1ccccc1CNC(=O)CCC1N=C2c3ccccc3N=C(SCC(=O)Nc3ccc(N(C)C)cc3)N2C1=O (configuration not stated)
  nt	0.2	3.6	3.1%	-4.3%	-1.0%	-5.8%	-1.8%	-12.7%
CC1=C(C)CC(C(=O)NCc2c(F)cccc2Cl)C(C(=O)O)C1 (configuration not stated)
  -3.0	-0.6	-10.0	12.5%	-8.0%	1.5%	-0.2%	-2.6%	nt
NS(=O)(=O)c1ccc(CCNC(=O)C2CCCN2S(=O)(=O)c2cccc3nsnc23)cc1 (configuration not stated)
  -19.6	6.3	-0.3	2.0%	9.0%	0.1%	0.1%	-7.5%	3.5%
CC(C)(C)OC(=O)NN=C(c1ccc(O)cc1)c1ccc(O)cc1
  -15.2	-1.0	-4.9	-2.8%	3.4%	3.8%	-0.3%	-2.0%	?
O=c1[nH]c(C2CCN(S(=O)(=O)c3ccccc3F)CC2)nc2c1nnn2Cc1ccc2c(c1)OCCO2
  12.7	0.2	-0.6	0.7%	3.2%	-21.1%	1.0%	-1.7%	18.5%
O=[N+]([O-])c1cc(S(=O)(=O)CCCN2CCOCC2)ccc1F
  nt	nt	2.1	-1.0%	-7.0%	-48.0%[56.9 µM]	3.7%	-1.4%	-14.4%
Cc1ccc(S(=O)(=O)Nc2cc(C)c(O)c(S(=O)(=O)c3ccc(C)cc3)c2)cc1
  4.0	-0.7	0.2	-2.6%	0.7%	-54.0%	-4.8%	-2.7%	?
COc1cccc(NC(=O)CSCc2cc(=O)c3ccc(C)c(C)c3[nH]2)c1
  nt	0.4	-0.4	-2.4%	3.3%	-6.5%	-1.8%	-3.4%	-13.5%
COc1cc(C(=O)NCc2nc(-c3ccc(Cl)cc3)no2)cc(OC)c1OC
  nt	-0.6	-11.0	2.2%	-16.8%	18.7%	5.8%	-1.5%	-1.3%
CCN(CC)c1ccc(N/C(N)=N/c2nc(C(F)(F)F)cc(=O)[nH]2)cc1
  6.6	-0.1	7.1	9.8%	-5.7%	-5.3%	8.5%	-4.9%	6.0%
CCN(Cc1ccc2c(c1)OCO2)C(=O)CSc1ncnc2sccc12
  -8.8	0.1	-3.4	-1.2%	4.7%	4.5%	-0.4%	0.1%	?
O=C(CC(Nc1ccccc1Cl)C(=O)O)c1ccccc1 (configuration not stated)
  -19.3	0.1	-9.3	-10.4%	-2.4%	?	-7.1%	-4.1%	5.3%
COc1ccc(/C=N\NC(=O)/C(=C\Nc2nccc(C)n2)NC(=O)c2ccccc2)cc1
  9.4	-0.4	-1.2	-4.4%	-16.4%	-11.8%	-5.3%	-1.5%	11.7%
Fc1ccc(NCc2cccnc2)cc1
  -15.8	-1.9	7.9	-4.7%	0.2%	-5.7%[56.9 µM]	-3.2%	-4.8%	-21.0%
Cc1cc(C)c(C(=O)O)c(Cl)n1
  14.7	-4.1	-5.0	5.1%	-4.5%	8.8%	1.5%	-5.6%	-18.3%
Oc1cccc(C=NCc2ccccc2)c1
  -11.3	0.0	-1.4	nt	-2.2%	19.3%	-1.0%	-4.0%	0.0%
Cn1nnnc1SCCNCc1ccccc1OCc1ccccc1Cl
  -12.6	-1.6	-0.3	6.6%	12.1%	-2.5%	-0.5%	-2.0%	-1.2%
CCn1c(C)c(C)c2cc(C(=O)NCCCN3CCN(C)CC3)ccc21
  -3.0	0.7	0.1	-9.9%	4.9%	-7.8%	2.9%	6.7%	24.8%
CCC(O)CNC(=O)CCc1nnc(C2(c3ccc(Cl)cc3)CCC2)o1 (configuration not stated)
  -3.6	0.0	-7.6	-1.0%	22.0%	4.9%	10.2%	0.8%	6.9%
Cc1cc(NC(=O)Cc2c(F)cccc2Cl)no1
  1.4	-0.2	0.4	0.6%	9.6%	-3.4%	3.9%	-2.5%	2.2%
CCC1=C(c2ccc(C)cc2)S(=O)(=O)N=C1N1CCC(C(=O)NCc2ccc(N(C)C)cc2)CC1
  nt	-0.3	-8.5	-0.2%	-2.9%	-8.9%	5.2%	-4.7%	?
CC1CCN(C(=S)NC(=O)c2cccs2)CC1
  6.6	0.4	-1.3	-2.1%	-1.6%	-47.9%	-1.3%	-2.9%	-24.0%
CN1CCN(C(CNC(=O)c2ccc(Br)o2)c2ccc(F)cc2)CC1 (configuration not stated)
  21.7	7.2	-2.4	0.7%	7.2%	15.6%	0.2%	-4.1%	-9.5%
CCC(C)OC(=O)C[N+](C)(C)CCOC1CC2CCC1(C)C2(C)C (configuration not stated)
  1.3	-0.1	-1.1&-1.2	-3.4%	-2.9%	8.3%	-7.3%	-5.1%	20.4%&22.6%
COc1ccc(-n2ccn(CC(=O)Nc3ccccc3C(F)(F)F)c(=O)c2=O)cc1OC
  nt	0.7	0.1	1.0%	0.0%	4.2%	2.8%	-2.8%	-0.6%
CCCS(=O)(=O)NC(=O)C1(C)CCCN(C(=O)c2ccc(C(F)(F)F)cc2)C1 (configuration not stated)
  nt	nt	1.4	nt	nt	nt	-1.8%	-1.6%	-5.1%
CCN1C(=O)CC(NNC(=O)c2ccccc2)C1=O (configuration not stated)
  -3.6	-0.3	-5.3	-1.3%	-8.9%	6.5%	1.7%	-0.4%	158.5%[activator]
CCN(CC)C(=O)C1=C(C)N(Cc2ccc(F)cc2)C(=O)C(CC(=O)NCCN2CCOCC2)C1 (configuration not stated)
  nt	nt	-0.7	-0.5%	nt	nt	2.2%	-1.5%	7.5%
CCCCn1c(=O)[nH]c(=O)c2c1nc(-c1ccc(C(F)(F)F)cc1)n2C
  -9.6	-1.3	-1.8	-2.5%	-6.6%	-21.2%	6.9%	-5.2%	-6.0%
Cc1csc(SC(C)C(=O)Nc2ccc3c(c2)OCCO3)n1 (configuration not stated)
  27.3	-0.4	-0.9	0.6%	8.8%	8.8%	1.1%	0.7%	1.0%
